TRPC6 act – mouse TRPC6 channel activators, primary screen, cell-based, HEK293, membrane potential dye; Short transient receptor potential channel 6 (Mus musculus), Q61143; HEK293-TRPC6 membrane potential dye fluorescence; active compounds read high; B-score at 10 µM; 0.13% of 310,000 active;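 active = B-score of the integrated fluorescence ratio above library mean plus 3 SD, and starting fluorescence ratio within library mean plus 5 SD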;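 also: higher score means more depolarization so channel activation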
TRPC6 inh – mouse TRPC6 channel inhibitors, primary screen, cell-based, HEK293, membrane potential dye. Short transient receptor potential channel 6 (Mus musculus), Q61143. ACh-evoked depolarization; active compounds read low. B-score at 10 µM. 1.1% of 310,000 active. AID 2553, 2010;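 active = B-score under library mean minus 3 SD, initial fluorescence not abnormally high, positive integrated signal ratio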;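 also: B-score derived from integrated fluorescence ratio over the kinetic read; more negative B-score means stronger inhibition of depolarization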
MrgX1 antagonist – antagonists of human MrgX1 receptor, primary screen, HEK293 cells, Fluo-4 calcium flux | BAM8-22 antagonism; active compounds read low | B-score at 10 µM | 1.3% of 310,000 active | AID 588676, 2011;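 active = calcium-response B-score plate-corrected more than 3 library SD below zero, starting fluorescence within 5 deviations, no agonist response on first addition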;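 also: peak minus trough fluorescence over baseline after final BAM8-22 challenge near maximal dose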
TRPC4 act – activators of mouse TRPC4 channel, primary screen, Fluo4 calcium, HEK293 TRPC4beta/mu-opioid cells; Short transient receptor potential channel 4 (Mus musculus), Q9QUQ5; Fluo4 calcium fluorescence; active compounds read high; B-score at 10 µM; 0.49% of 310,000 active; AID 2237, 2010;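 active = B-score above 5 SD of library B-scores, and initial fluorescence ratio not above library mean plus 5 SD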;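 also: positive B-score marks a calcium rise read as TRPC4 activation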
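Assay system: HEK293 cells stably co-expressing mouse TRPC4beta and mu-opioid receptor / Timing: Fluo4 dye loading 45 min at room temperature, 110 s recording / Signal: Fluo4 calcium-sensitive dye fluorescence, kinetic, 1 Hz baseline / Read-out: integrated baseline-normalised fluorescence ratio, converted to per-well B score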
MrgX1 allo act – positive allosteric modulators of MrgX1, primary screen, HEK293 cells, Fluo-4 calcium flux; Mas-related G-protein coupled receptor member X1 (Homo sapiens), Q96LB2; FDSS; active compounds read high; B-score at 10 µM; 0.63% of 310,000 active; AID 588675, 2011;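 active = plate-corrected calcium response at least 3 library SD above typical, normal starting fluorescence, not activating the receptor alone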;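 also: compound read alongside a low EC10 to EC30 dose of BAM8-22 agonist; peak minus trough fluorescence over baseline measured at the second addition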
TRPC4 PAM – positive allosteric modulators of TRPC4, primary screen, cell-based, mouse TRPC4beta, HEK293 mu-opioid, Fluo-4 calcium; Short transient receptor potential channel 4 (Mus musculus), Q9QUQ5; DAMGO EC20, Fluo-4 Ca2+ flux; active compounds read high; B-score at 10 µM; 0.42% of 310,000 active; AID 2227, 2009;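 active = B-score of calcium response area above 5 SD of library B-scores, with initial fluorescence ratio within 5 SD of library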;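 also: B-score of integrated fluorescence ratio over time as area under calcium response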
MrgX1 ag – agonists of human MrgX1 receptor, primary screen, HEK293 cells, Fluo-4 calcium flux. Fluo-4 calcium fluorescence, agonist mode; active compounds read high. B-score at 10 µM. Mas-related G-protein coupled receptor member X1 (Homo sapiens), Q96LB2. 0.44% of 310,000 active;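 active = calcium response B-score plate-corrected fluorescence ratio at least 3 library SD, with starting fluorescence B-score inside 5 SD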
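Test system: Stable human MrgX1 HEK293 cell line | Schedule: Overnight plating before 1 h dye loading | Read-out basis: Baseline-normalised fluorescence change ratio, B-scored | Detection: Kinetic calcium dye fluorescence, Fluo-4 NW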
ANO1 activ – TMEM16A chloride channel activators or potentiators, primary screen, cell-based, HTS; AID 623877, 2012; HEK293 TMEM16A/YFP-H148Q/I152L, iodide quench fluorescence; active compounds read low; Anoctamin-1 (Mus musculus), Q8BHY3; 0.3% of 340,000 active; B-score at 10 µM;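 active = fluorescence-ratio B-score plate-corrected deviation score at least 3 library SD below zero, with starting fluorescence score within 5 deviations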;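 also: channel opened by trigger with iodide after compound preincubation; score built on the fluorescence ratio of max minus min over baseline; more negative score means more quench and so TMEM16A activation or potentiation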
Target sequence (Q8BHY3 whole entry, looked up): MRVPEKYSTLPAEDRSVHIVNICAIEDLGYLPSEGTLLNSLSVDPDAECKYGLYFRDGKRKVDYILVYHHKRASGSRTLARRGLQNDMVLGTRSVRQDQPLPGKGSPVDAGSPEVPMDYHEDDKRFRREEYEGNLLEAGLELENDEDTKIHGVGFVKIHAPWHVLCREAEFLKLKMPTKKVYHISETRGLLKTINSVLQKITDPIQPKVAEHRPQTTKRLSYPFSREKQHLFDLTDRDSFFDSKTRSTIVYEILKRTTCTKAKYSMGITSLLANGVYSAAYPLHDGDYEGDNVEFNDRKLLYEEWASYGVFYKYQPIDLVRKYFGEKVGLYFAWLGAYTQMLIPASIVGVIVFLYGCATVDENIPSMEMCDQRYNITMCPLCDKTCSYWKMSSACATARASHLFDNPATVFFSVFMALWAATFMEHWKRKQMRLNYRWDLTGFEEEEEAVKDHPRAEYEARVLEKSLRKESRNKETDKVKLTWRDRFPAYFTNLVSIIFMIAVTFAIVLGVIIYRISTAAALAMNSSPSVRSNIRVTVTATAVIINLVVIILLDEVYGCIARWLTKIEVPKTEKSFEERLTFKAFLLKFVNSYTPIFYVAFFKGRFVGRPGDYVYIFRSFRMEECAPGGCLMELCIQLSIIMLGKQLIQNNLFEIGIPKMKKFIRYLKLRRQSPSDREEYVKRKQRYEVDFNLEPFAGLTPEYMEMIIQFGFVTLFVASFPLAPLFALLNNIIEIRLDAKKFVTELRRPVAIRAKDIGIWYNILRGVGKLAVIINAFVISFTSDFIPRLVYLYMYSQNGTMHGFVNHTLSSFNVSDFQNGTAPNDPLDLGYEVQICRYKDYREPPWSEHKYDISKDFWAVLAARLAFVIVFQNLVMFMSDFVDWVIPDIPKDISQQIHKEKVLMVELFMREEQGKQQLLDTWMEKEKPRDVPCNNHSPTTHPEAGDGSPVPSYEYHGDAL
TMEM16A inh – TMEM16A chloride channel inhibitors, primary screen, cell-based, HTS | Anoctamin-1 (Mus musculus), Q8BHY3 | HEK293 TMEM16A/YFP iodide influx fluorescence, ionomycin | normalized B-score (activity score, 25-100; higher = stronger inhibition) at 10 µM | 1.2% of 310,000 active;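 active = ratio plate-corrected score three or more library SD toward inhibition, starting fluorescence score within five deviations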;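 also: score derived from kinetic fluorescence span divided by baseline fluorescence per well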
SKKanGAS inh – S. pyogenes SKKanGAS growth inhibitors in kanamycin, primary screen, streptokinase expression inhibitor project, SKKanGAS strain, BacTiter-Glo luminescence | 6 h | 1.3% of 300,000 active | AID 1662, 2009 | inhibition, % at 7.5 µM;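 active = mean replicate score, as percent of positive control median, at least 50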;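 also: strain carries kanamycin resistance gene driven by streptokinase promoter and grows in 40 µg/ml kanamycin; loss of luminescence reflects streptokinase promoter inhibition or plain growth inhibition; 0% = median of DMSO wells and 100% = positive control at its reference dose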
TRPC4 inh – inhibitors of mouse TRPC4 channel, primary screen, Fluo4 calcium, HEK293 TRPC4beta/mu-opioid cells. DAMGO-evoked Fluo4 calcium flux; active compounds read low. B-score at 10 µM. 0.39% of 300,000 active. Short transient receptor potential channel 4 (Mus musculus), Q9QUQ5. AID 2247, 2010;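 active = B-score over 3 SD under the library average, no early fluorescence shift, positive overall ratio signal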
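material = TRPC4beta/mu-opioid receptor HEK293 cell line | probe or stimulus = sequential submaximal and maximal DAMGO stimulation | compound dosing = one concentration per compound | measured by = Fluo4 Ca2+ flux fluorescence | evaluation = integrated fluorescence ratio relative to baseline, converted to per-well B score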
The depositor's hits bear a star; i = inactive; x = no result given.

SMILES | TRPC6 act | TRPC6 inh | MrgX1 antagonist | TRPC4 act | MrgX1 allo act | TRPC4 PAM | MrgX1 ag | ANO1 activ | TMEM16A inh | SKKanGAS inh | TRPC4 inh
CN(C)CCOc1ccc(C(C)(C)c2ccccc2)cc1 | i | i | i | i | i | i | i | i | i | 1 | i
Cc1nnc(SCCOc2ccccc2)s1 | i | i | i | i | i | i | i | i | i | -6 | i
COc1nc(N)c(S(=O)(=O)c2ccccc2)cc1C#N | i | i | i | i | i | i | i | i | i | -3 | i
CCS(=O)(=O)c1ccc2oc(Nc3cc(Cl)ccc3OC)nc2c1 | i | i | i | i | i | i | i | i | i | -3 | i
CC1(C(=O)N/N=C/c2cc3c(cc2Br)OCO3)CC1(Br)Br (configuration not stated) | i | i | i | i | 8.5* | i | i | i | i | 0 | i
O=C(O)c1cc(-c2ccccc2)nn1CC1CC(c2cccc([N+](=O)[O-])c2)=NO1 (configuration not stated) | i | i | i | i | i | i | i | x | i | 4 | i
CC(=O)Nc1cccc(NC(=O)CCNC(=O)c2ccc(Cl)cc2)c1 | i | i | i | i | i | i | i | x | i | -7 | i
Cc1ccc2cc(C#N)c(NCCCNC(=O)C3CCCO3)nc2c1 (configuration not stated) | i | i | i | i | i | i | i | i | 25* | 0 | i
CCC(=O)Nc1nc(C)c(-c2csc(Nc3cccc(O)c3)n2)s1 | i | i | -5.4* | i | i | i | i | i | i | 42 | i
O=C(NCCc1ccccn1)C1CC(=O)N(Cc2ccccc2Cl)C1 (configuration not stated) | i | i | i | i | i | i | i | i | i | -2 | i
COc1ccc(C2Nc3ccccc3C(=O)N2Cc2ccccc2)cc1CN1CCOCC1 (configuration not stated) | i | i | i | i | i | i | i | i | i | 2 | i
CCCCOC(=O)Nc1ccc(S(=O)(=O)Nn2cnnc2)cc1 | i | i | i | i | i | i | i | i | i | -3 | i
Cc1cc(=O)oc2cc(OC(C)C(=O)Nc3nccs3)ccc12 (configuration not stated) | i | i | i | i | i | i | i | i | i | 2 | i
COc1ccccc1NC(=S)NNC(=O)c1ccccc1Br | i | i | i | i | i | i | i | i | i | -1 | i
O=C(Oc1ccccc1Cl)c1ccccc1P(=O)(O)O | i | i | i | i | i | i | i | i | i | 2 | i
CS(=O)(=O)Nc1ccc(C(=O)N2CCc3ccccc3C2)cc1 | i | i | i | i | i | i | i | i | i | 2 | i
CSc1cccc(CNC(=O)CC2C(=O)NCCN2CC(C)(C)C)c1 (configuration not stated) | i | i | i | i | i | i | i | i | i | -1 | i
O=C(CN1C(=O)c2ccccc2S1(=O)=O)NCCSCc1c(F)cccc1Cl | i | i | i | i | i | i | i | i | i | 1 | i
C/C(Cc1ccccc1)=N\NC(=O)CNC(=O)c1ccc(Cl)cc1 | i | i | i | i | i | i | i | i | i | -7 | i
COc1ccc(C2Nc3ccccc3C(=O)N2c2ccc(Cl)cc2)cc1Cn1cc([N+](=O)[O-])cn1 (configuration not stated) | i | i | i | i | i | i | i | i | i | 19 | i
O=C(OC(C(=O)NCc1cccs1)c1ccccc1Cl)c1ccco1 (configuration not stated) | i | i | i | i | i | i | i | i | i | -3 | i
CC1(C)CC(NC(=O)c2ccccc2C(=O)NC2CC(C)(C)NC(C)(C)C2)CC(C)(C)N1 | i | i | i | i | i | i | i | i | i | -4 | i
COc1ccccc1NC(=S)NC(=O)/C=C/c1cccs1 | i | i | i | i | i | i | i | i | i | -3 | i
O=C(Nc1ccccc1C(=O)Nc1ccc(Cl)cc1)c1cccnc1 | i | i | i | i | i | i | i | i | i | -11 | i
CN(C)CCNC(=O)Cn1nc(C(F)F)cc1C1CC1 | i | i | i | i | i | i | i | i | i | -7 | i
Cc1cc(C)c2nc(SC(C)C#N)cc(C)c2c1 (configuration not stated) | i | i | i | i | i | i | i | i | 100* | 9 | i
CCC(Cc1ccccc1)NC(=O)C1CCN(S(=O)(=O)c2ccc3c(c2)CC(C)N3C(C)=O)CC1 (configuration not stated) | i | i | i | i | i | i | i | i | i | -1 | i
O=c1cc(Nc2ccc3c(c2)OCCO3)[nH]c(=O)n1-c1ccc(Br)cc1 | i | i | i | i | i | i | i | i | i | 10 | i
Cc1ccnc(NC(=S)NC(=O)/C=C/c2ccccc2)c1 | i | i | i | i | i | i | i | i | i | 3 | i
Cc1nn(C)c(C)c1S(=O)(=O)N1CCC(C(=O)NC(C)c2ccccc2)CC1 (configuration not stated) | i | i | i | i | i | i | i | i | i | -2 | i
O=c1cc(CNc2cc(C(F)(F)F)cc(C(F)(F)F)c2)nc2sccn12 | i | i | i | i | i | i | i | i | i | -2 | i
CCOc1cc(C)c(S(=O)(=O)NCc2ccccn2)cc1C | i | i | i | i | i | i | i | i | i | -4 | i
O=C(Nn1c(COc2ccccc2)nc2ccccc2c1=O)C(Cl)(Cl)Cl | i | i | i | i | i | i | i | i | i | 6 | i
COc1cc(S(=O)(=O)N2CCN(c3ccccc3F)CC2)c(OC)cc1Cl | i | i | i | i | i | i | i | i | i | 1 | i
c1ccc2c(c1)nnn2-c1ncnc2sccc12 | i | i | i | i | i | i | i | i | i | -2 | i
CCOc1ccc(N2CC(C(=O)Nc3nnc(Cc4ccc(OC)cc4)s3)CC2=O)cc1 (configuration not stated) | i | i | i | i | i | i | i | i | i | -21 | i
CCN1CCN(C(=O)COCc2cc(-c3ccc4c(c3)OCO4)on2)CC1 | i | i | i | i | i | i | i | i | i | -2 | i
Cc1ccc(-c2noc(CCC(=O)NC3CC3)n2)cc1 | i | i | i | i | i | i | i | i | i | -1 | i
O=C(Cn1ncc2c(=O)oc3ccccc3c21)NCCN1CCN(c2ccccc2F)CC1 | i | i | i | i | i | i | i | i | i | 2 | i
CCSc1nnc(-c2cc(Br)ccc2N=Cc2c(C)[nH]n(-c3ccccc3)c2=O)c(=O)[nH]1 | i | i | i | i | i | i | 71* | i | 100* | 29 | i
Cc1ccc(Cc2nnc(SCC(=O)Nc3ccccc3)n(N)c2=O)cc1 | i | i | i | i | i | i | i | i | i | 0 | i
Cc1ccc(NC(=O)CSc2nnc(CNC(=O)C34CC5CC(CC(C5)C3)C4)n2-c2ccc(F)cc2)cc1 | i | i | i | i | i | i | i | i | i | 14 | i
C#CCN1C(=O)C2C(C(=O)NC)C3C=CC2(O3)C1C(=O)NCc1ccc(OC)cc1 (configuration not stated) | i | i | i | i | i | i | i | i | i | 0 | i
COc1ccc2ccccc2c1/C=N/NC(=O)c1cccc([N+](=O)[O-])c1 | i | i | i | i | i | i | i | i | i | 0 | i
C#CCN(CC=C)C(=O)C1CCC(=O)N(CCCc2ccccc2)C1 (configuration not stated) | i | i | i | i | i | i | i | i | i | -1 | i

Quoted at random: two records from the list, in no set order.
SMILES | TRPC6 act | TRPC6 inh | MrgX1 antagonist | TRPC4 act | MrgX1 allo act | TRPC4 PAM | MrgX1 ag | ANO1 activ | TMEM16A inh | SKKanGAS inh | TRPC4 inh
COc1ccc(C2Nc3ccccc3C(=O)N2c2ccc(Cl)cc2)cc1Cn1cc([N+](=O)[O-])cn1 (configuration not stated) | i | i | i | i | i | i | i | i | i | 19 | i
COc1ccccc1NC(=S)NC(=O)/C=C/c1cccs1 | i | i | i | i | i | i | i | i | i | -3 | i

(more compounds)
SMILES | TRPC6 act | TRPC6 inh | MrgX1 antagonist | TRPC4 act | MrgX1 allo act | TRPC4 PAM | MrgX1 ag | ANO1 activ | TMEM16A inh | SKKanGAS inh | TRPC4 inh
CCO[C@H]1OC(C(=O)N2CCN(C)CC2)=C[C@@H](C(C)(C)C)[C@@H]1CCCO | i | i | i | i | i | i | i | i | i | 0 | i
CCCc1c(C(=O)Nc2cc(C(C)(C)C)on2)cnn1-c1ccccc1 | i | i | i | i | i | i | i | i | i | -3 | i
CCOc1ccccc1NC(=O)CC1Nc2cc(C)c(C)cc2NC1=O (configuration not stated) | i | i | i | i | i | i | i | i | i | 5 | i
Cc1n[nH]c(=O)c2c(NC(=O)CSc3nncs3)oc(C)c12 | i | i | i | i | i | i | i | i | i | 0 | i
CCOC(=O)Nc1nnc(-c2ccc(OC)c(OC)c2)s1 | i | i | i | i | i | i | i | i | i | -3 | i
Clc1cc(Br)ccc1OCCOCCN1CCOCC1 | i | i | i | i | i | i | i | i | i | 1 | i
CC(=O)NNc1ncnc2c1cnn2-c1ccc(C)cc1 | i | i | i | i | i | i | i | i | i | 0 | i
CCOCCCNC(=O)C1CCC(CNS(=O)(=O)c2ccc(Cl)cc2)CC1 (configuration not stated) | i | i | i | i | i | i | i | i | i | -6 | i
CCOc1cccc2sc(N(CCCN(C)C)C(=O)c3ccc(S(=O)(=O)N(C)Cc4ccccc4)cc3)nc12 | i | i | i | i | i | i | i | i | i | 12 | i
CCC(C)(C)NC(=O)C(c1cccs1)N(C(=O)c1ccn[nH]1)c1cccc(OC)c1 (configuration not stated) | i | i | i | i | i | i | i | i | i | -7 | i
CCOC(=O)c1cc2c(=O)n3ccccc3nc2n(C(C)C)c1=NC(=O)c1c(-c2ccccc2Cl)noc1C | i | i | i | i | i | i | i | i | i | 25 | -8*
CN(C)CC/C=C1/c2ccccc2Sc2c(O)cc(Cl)cc21 | i | i | i | i | i | i | i | i | i | -2 | i
CCCCC1=CC2=CC(=O)C(C)(OC(=O)CC)C(=O)C2=CN1CCN1CCOCC1 (configuration not stated) | i | i | i | i | i | i | i | x | i | 7 | i
COc1ccccc1OCC(O)CNCc1ccc2c(c1)OCO2 (configuration not stated) | i | i | i | i | i | i | i | i | i | 0 | i
Cc1cc([N+](=O)[O-])ccc1NCc1ccco1 | i | i | i | i | i | i | i | i | i | 9 | -6*
